# TRPML3 agonist – agonists of human TRPML3 channel | actives 0.29% (n = 220,000) | Q8TDD5 | AID 1448 | HEK293 TRPML3-YFP, Fluo-8 calcium fluorescence; 100% = the carbachol control signal | activation, % at 3 µM;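 active = activation above its plate's cutoff, the mean activation of the plate's test wells plus 3 SD, cut at about 12% in these data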;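 note: 0% = DMSO only wells and 100% = carbachol wells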
#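 Material: HEK293 cells stably carrying human TRPML3-YFP; compound dosing: single dose, 3 µM final nominal compound, 0.3% DMSO final; incubation: 1-h 37 °C dye load, 5-s basal, 120-s post-compound reads; technique: Fluo-8 intracellular calcium fluorescence, excitation 470-495 nm, emission 515-575 nm; read-out basis: percent activation from peak-to-basal fluorescence ratio, scaled between DMSO and carbachol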
# CHOP inh – CHOP inhibition in unfolded protein response. CHO-K1 CHOP-promoter luciferase, tunicamycin-induced, 15-18 h. inhibition, % at 10 µM. actives 3.8% (n = 220,000). AID 2732;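 active = compounds that reduced the stress-induced luciferase reporter signal by more than about 70% of percent inhibition, limit read from the data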;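 note: 0% = tunicamycin plus vehicle and 100% = wells without tunicamycin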
# TRPN1 ag – activates the zebrafish TRPN1 channel; HEK293 zebrafish TRPN1-YFP, Fluo-8 calcium fluorescence; 100% = response to 87 µM carbachol; activation, % at 3 µM; actives 0.18% (n = 220,000); AID 1424;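 active = activation above its plate's cutoff, the mean activation of test wells on that plate plus 3 SD, cut at about 19% in these data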;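 note: 0% = DMSO alone and 100% = 87 µM carbachol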
#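 System: zebrafish TRPN1-YFP in HEK293 cells / Dosing: 3 µM single point / Timing: dye loading 1 h at 37 °C, then 30 min room temperature / Signal: Fluo-8 calcium fluorescence, excitation 470-495 nm, emission 515-575 nm / Read-out basis: percent activation from peak over basal fluorescence ratio, control-normalized / Control set: high carbachol 87 µM, low DMSO alone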
# EBV gp42 block – blocks Epstein-Barr virus glycoprotein 42 binding; Q1HVG2; Fluorescence polarization binding assay, mP read-out; inhibition, % (tested at 21.74 µM); actives 0.42% (n = 220,000); AID 1085; in the data active = inhibition above about 50%
# Target sequence (Q1HVG2 whole entry, looked up): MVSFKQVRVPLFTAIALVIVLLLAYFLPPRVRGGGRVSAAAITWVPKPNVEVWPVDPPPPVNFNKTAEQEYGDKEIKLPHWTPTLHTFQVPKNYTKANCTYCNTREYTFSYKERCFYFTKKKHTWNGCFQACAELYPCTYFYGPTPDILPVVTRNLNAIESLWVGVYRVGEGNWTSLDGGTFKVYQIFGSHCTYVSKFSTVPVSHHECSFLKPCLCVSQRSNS
# MDM2 E3 inh – Mdm2 E3 ligase (human) inhibition; Q00987; cell-based MDM2 ubiquitination luciferase reporter, 2 h; 0 = plate control, 100 = twice control, blank-subtracted; signal enhancement, % at 5 µM; actives 0.11% (n = 210,000);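 active = signal enhancement of 30% or more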;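 note: luminescence tracks abundance of the self-degrading MDM2-luciferase fusion protein; higher signal means inhibition of MDM2 E3 ligase activity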
# Target sequence (Q00987 whole entry, looked up, the tested form may be a part): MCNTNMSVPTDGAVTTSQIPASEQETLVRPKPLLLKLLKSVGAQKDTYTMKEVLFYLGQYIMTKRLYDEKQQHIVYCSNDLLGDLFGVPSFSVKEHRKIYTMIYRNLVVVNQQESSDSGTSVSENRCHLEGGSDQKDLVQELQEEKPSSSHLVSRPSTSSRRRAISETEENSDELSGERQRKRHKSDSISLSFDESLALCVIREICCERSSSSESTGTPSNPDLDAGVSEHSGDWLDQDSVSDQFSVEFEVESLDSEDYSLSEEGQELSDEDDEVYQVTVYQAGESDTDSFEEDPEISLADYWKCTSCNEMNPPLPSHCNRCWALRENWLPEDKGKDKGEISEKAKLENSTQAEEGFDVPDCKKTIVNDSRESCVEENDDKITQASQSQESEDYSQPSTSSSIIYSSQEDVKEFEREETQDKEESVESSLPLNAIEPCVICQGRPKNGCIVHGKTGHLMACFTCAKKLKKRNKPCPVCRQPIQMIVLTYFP
#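 Assay system: mammalian cells stably expressing self-ubiquitinating, self-degrading MDM2 E3–luciferase fusion. Quantity: 2000 cells in each well. Medium: DMEM culture medium. Compound dosing: single-point 5 µM. Timing: cell settling 4 h, compound treatment 2 h, both 37 °C. Technique: luciferase luminescence. Read-out basis: percent signal gain over controls, blank-subtracted. Benchmarks: plate controls and plate blanks.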
# PPC-1+TRAIL kill – PPC-1 cancer cell killing with TRAIL present; actives 0.41% (n = 220,000); PPC-1 cells + TRAIL, ATPLite viability luminescence; cell killing (% activity), % at 4 µM;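 active = cell killing above 50% in the first pass at 4 µM, then a duplicate retest at 5 µM averaging 50% or more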;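 note: plate controls were cells with TRAIL plus DMSO for no effect and medium-only wells lacking cells for full effect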
# Runt-SMMHC FRET – Runt domain-CBFb-SMMHC interaction inhibition; Q01196+Q13951; inhibition, % at 20 µM; AID 1434; actives 0.74% (n = 220,000); Cerulean-Runt/Venus-CBFb-SMMHC FRET ratio 530/480, 1 h;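 active = mean inhibition across duplicate retests at 20 µM reaching about 50%, limit read from the data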;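 note: 0% = DMSO wells and 100% = wells with excess untagged CBFb-SMMHC; inhibitors lower the FRET ratio by blocking Runt binding to CBFb-SMMHC; some results filed as inactive read as strong as hits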
# NCF1 inh – inhibitors of human p47phox binding | P14598 | p47phox/p22phox peptide binding, fluorescence polarization, 2 h | inhibition, % at 24.7 µM | actives 0.53% (n = 220,000);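 active = inhibition above about 30%, limit read from the data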;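 note: 0% = p47phox with labelled peptide and 100% = labelled peptide alone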
# TNF necrop inh – inhibitors of TNF-alpha induced necroptosis in Jurkat FADD-/- cells | Jurkat FADD-/- TNF necroptosis rescue, ATP luminescence, 24 h; 0 = TNF only, 100 = no-TNF cells | activation (protection from cell death), % at 10 µM | actives 0.068% (n = 220,000);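 active = activation, meaning protection from cell death, of at least 50% relative to plate controls; inactive = activation below 50%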;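 note: necroptosis triggered by 40 ng/mL TNF-alpha added together with compound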
# * hit, by the source's call; / = no result given.
SMILES,TRPML3 agonist,CHOP inh,TRPN1 ag,EBV gp42 block,MDM2 E3 inh,PPC-1+TRAIL kill,Runt-SMMHC FRET,NCF1 inh,TNF necrop inh
CCc1ccc(NC(=O)C(=O)c2cn(CC(=O)N3CCCCC3)c3ccccc23)cc1,1.1,1,0.6,-11,-15,12,-2,-32,1.5
C#CCOCCOCCOCCNc1nc(N2CCN(C(=O)Cn3cc(CCCCN)nn3)CC2)nc(N2CCN(C(=O)Cn3cc(CC(C)O)nn3)CC2)n1 (centres undefined),1.3,1,1.0,-4,/,-8,-1,-2,-0.2
CC(Oc1ccc(Cl)cc1Cl)C(=O)N(Cc1ccco1)C1CCS(=O)(=O)C1 (centres undefined),0.4,9,2.5,-11,11,11,4,-23,-1.2
CCc1cccc(C)c1NC(=O)C1CC=CCC1C(=O)O (centres undefined),1.0,6,0.5,0,-4,32,-5,-8,-0.5
Cc1ccc(O/C=C2\OC(=O)c3ccccc32)cc1,0.2,-1,3.7,-6,-5,24,-5,7,-1.3
Cc1ccc(C)c(SCC(=O)OCC(=O)Nc2ncc(C(F)(F)F)cc2Cl)c1,1.3,21,-0.2,13,-8,7,-6,-4,0.1
Cc1ccc(C)c(S(=O)(=O)N2CCCOC2CNC(=O)C(=O)NCc2ccncc2)c1 (centres undefined),0.6,-6,-0.7,14,-23,-7,1,-2,0.0
CCOc1ccc2nc(SCC(=O)N3CCN(C(=O)c4ccco4)CC3)sc2c1,0.5,15,-0.1,3,11,28,-2,-2,-1.8
COCCCn1c(C)nnc1-c1cnn(-c2ccccc2)c1N,0.1,2,0.9,-10,5,-8,4,1,0.6
COc1cc(C2NC(=O)NC(C)=C2C(=O)Nc2cccc(C)c2C)cc(OC)c1OC (centres undefined),-0.7,20,1.4,-16,-7,6,-1,-14,-1.1
CCOC(=O)c1c(C)[nH]c(C)c1C(=O)CSc1nc2ccccc2c(=O)n1-c1ccc(F)cc1,-1.1,36,-0.5,-1,-1,4,-1,-5,0.1
COc1cc(NC(=O)CN2CCN(c3ccccc3F)CC2)cc(OC)c1,-0.1,1,-0.1,-2,-23,-2,-1,-2,5.2
CC(=O)N[C@@H](Cc1c[nH]c2ccccc12)C(=O)OCC(=O)NCc1ccc2c(c1)OCO2,-0.1,-19,-0.5,-12,-12,19,-2,19,1.7
O=C(CN1C(=O)NC2(CCCCCC2)C1=O)NCc1ccco1,0.2,-5,0.2,-8,-6,12,2,7,-0.7
COc1ccc(Nc2ccc(C(N)=O)cc2[N+](=O)[O-])cc1,0.2,36,-3.2,1,-7,0,0,-6,-1.5
COC(=O)NNC(=O)C1CCC(C(=O)NNC(=O)OC)CC1 (centres undefined),1.2,11,0.2,-10,1,1,0,0,3.1
Cc1ccc(NC2=NC(c3ccc(F)cc3)n3c(nc(C)cc3=O)N2)cc1 (centres undefined),0.1,4,-1.1,-3,-13,6,0,-5,1.9
Cc1nn(CC(=O)Nc2nc3ccccc3s2)c(C)c1[N+](=O)[O-],1.3,15,-0.2,1,-14,31,0,-5,2.9
CN(Cc1ccccc1)c1nc(N)c([N+](=O)[O-])c(NCc2ccccc2)n1,0.9,69,2.2,3,2,6,-1,-31,-1.9
CCCOc1ccc(C2NC(=S)NC(c3ccccc3)=C2C(=O)Nc2ccc(C)cc2)cc1OC (centres undefined),-1.4,20,-3.0,-2,-16,-13,1,-6,-3.6
CCSc1cc(N2CCCC2)nc(-c2ccc(C)cc2)n1,0.8,34,-0.4,-2,3,4,-3,-7,0.9
O=C1c2ccccc2-c2nccnc21,1.4,10,-0.4,8,-11,20,-6,3,-5.5
COc1ccccc1Nc1ncnc2nc[nH]c12,0.2,-6,-0.4,-9,-3,13,3,-5,0.2
Cc1cc2oc(C(=O)Nc3c(C)n(C)n(-c4ccccc4)c3=O)c(C)c2cc1Cl,0.0,50,-1.6,-5,2,14,1,-2,4.1

# Part of the list above with just TRPN1 ag and TRPML3 agonist.
compound	TRPN1 ag	TRPML3 agonist
CN(Cc1ccccc1)c1nc(N)c([N+](=O)[O-])c(NCc2ccccc2)n1	2.2	0.9
CCCOc1ccc(C2NC(=S)NC(c3ccccc3)=C2C(=O)Nc2ccc(C)cc2)cc1OC (centres undefined)	-3.0	-1.4
CCSc1cc(N2CCCC2)nc(-c2ccc(C)cc2)n1	-0.4	0.8
O=C1c2ccccc2-c2nccnc21	-0.4	1.4

# (listing goes on)
SMILES,TRPML3 agonist,CHOP inh,TRPN1 ag,EBV gp42 block,MDM2 E3 inh,PPC-1+TRAIL kill,Runt-SMMHC FRET,NCF1 inh,TNF necrop inh
O=c1[nH]cc(N2CCCCCC2)c(=O)[nH]1,0.2,-10,0.8,-6,-10,29,1,-11,0.9
COCCOC(=O)C1=C(C)NC(=O)NC1c1ccc(Cl)cc1 (centres undefined),-0.1,-9,0.3,-34,-5,17,1,6,-0.9
O=C(NCc1ccncc1)C(=O)NCC(c1ccco1)N1CCN(c2ccc(F)cc2)CC1 (centres undefined),1.4,5,2.5,-5,-5,24,3,0,0.7
COc1ccc(C=Nc2cccc3c(=O)[nH][nH]c(=O)c23)c2ccccc12,0.1,12,0.2,-7,-10,2,-15,-12,-0.9
O=C(NCc1csc(-c2ccccc2)n1)c1cc(F)cc2c1OCOC2,-0.3,1,-1.1,-10,-10,7,-3,-11,1.6
O=C(NCCc1ccccc1)C1CCN(S(=O)(=O)c2cccc3nsnc23)CC1,-0.3,49,0.8,1,-12,2,-10,2,0.6
O=C(O)c1ccc(/C=N/N2CCN(Cc3cccc4ccccc34)CC2)cc1,0.9,-16,1.2,-8,-3,6,-3,-13,-3.4
COc1cc(S(=O)(=O)N2CCOCC2)ccc1NC(=O)COC(=O)C12CC3CC(CC(C3)C1)C2,0.4,60,0.6,-6,-10,10,-12,-1,-2.4
CCc1ccc(/C=N/NC(=O)c2c[nH]c3ccccc23)s1,0.3,-31,-0.4,-25,-13,19,2,-7,0.5
O=C(COC(=O)CCc1ccccc1)Nc1cc(S(=O)(=O)N2CCOCC2)ccc1N1CCCC1,-0.9,5,-3.4,-4,-3,9,-1,-15,0.4
Cn1c(=O)c2c(nc(CN3CCc4ccccc4C3)n2Cc2ccccc2F)n(C)c1=O,-0.4,23,-1.6,-1,-17,5,-12,-8,-2.8
O=S(=O)(Nn1cnnc1)c1ccccc1Cl,-0.3,-9,1.5,4,-13,-6,-1,-2,-1.4
CC(C)Cc1nnc(NC(=O)Cc2ccc([N+](=O)[O-])cc2)s1,1.0,18,2.4,-18,-13,15,-3,-10,-0.3
Cc1n[nH]c(C)c1S(=O)(=O)N1CCCC(C(=O)N2CCc3ccccc32)C1 (centres undefined),-0.4,16,1.4,8,3,7,1,1,-4.1
CCCCNc1c2c(nc3c(-c4ccccc4)c(C)nn13)CCC2,-0.4,36,-1.2,16,-19,13,0,-7,1.2
O=C(O)c1ccc(-c2ncc[nH]2)cc1,0.3,-6,-1.6,-17,-4,8,-3,-5,0.2
COc1ccc2c(c1)CCc1c(C(=O)NCCN3CCOCC3)noc1-2,0.5,-4,-0.6,-4,-1,-22,0,-2,1.9
CCOC(=O)N1CCN(Cc2cn[nH]c2-c2cc3ccccc3o2)CC1,-0.1,20,0.3,-13,10,9,-2,-4,1.6
Cc1ccc(S(=O)(=O)NCc2ccc(/C=C(/C#N)C(=O)NCc3ccccc3)o2)cc1,-0.4,24,0.6,10,-5,4,0,-9,4.9
CC(C)(C)NC(=O)/C(=C/c1cccnc1)NC(=O)c1ccco1,0.7,13,0.3,-3,-72,21,-1,-8,-0.2
COc1ccc(C2C3=C(CC(C)(C)CC3=O)Oc3ncn(CCCn4ccnc4)c(=N)c32)cc1 (centres undefined),0.8,19,0.7,-11,-25,-21,5,-7,-2.9
Cc1c(/C=N/NC(=O)c2ccc(Br)o2)cnn1C,0.5,-15,1.0,-8,-16,15,-2,-2,1.0
CCc1c(C)c(C#N)c2nc3ccccc3n2c1-n1nc(C)cc1C,-1.1,-4,-0.3,3,-5,15,-63,8,-0.6
O=C(Nc1ccc([N+](=O)[O-])cc1)C1CC1(c1ccccc1)c1ccccc1 (centres undefined),0.7,50,1.1,7,-16,11,-2,-12,1.4
COC(=O)N/N=C\c1c(C)[nH]n(-c2ccccc2)c1=O,0.1,60,1.3,2,-15,10,2,4,-0.5
CCC(C)NC(=O)c1ccc(C(=O)c2ccccc2)cc1 (centres undefined),0.6,14,0.0,-8,-9,18,0,-3,2.9
Cc1cccnc1NC(=S)Nc1ccc(Cl)c(Cl)c1,0.3,12,1.5,-18,1,/,/,-11,0.7
O=C(O)CCSc1nnc(COc2cccc3ccccc23)n1-c1cccc(Cl)c1,0.4,-7,1.6,0,-17,8,-2,-15,-0.3
O=C(COC(=O)c1ccc([N+](=O)[O-])s1)Nc1ncc(C(F)(F)F)cc1Cl,0.7,13,1.2,34,-16,11,-3,-18,0.9
N/C(=N\OC(=O)c1ccc2ccccc2c1)c1ccncc1,-0.2,-25,0.5,3,-90,6,1,-7,-0.1
O=C(Nc1ccc2ccccc2c1)C(c1ccccc1)C1CCCC1 (centres undefined),0.6,47,1.4,3,-11,2,2,-14,-2.1
O=C(COc1ccccc1C(=O)O)NC1CCCc2ccccc21 (centres undefined),-0.3,3,-0.7,-14,-16,13,0,-5,0.1
Cc1cc(/C=C2\SC(=S)NC2=O)c(C)n1-c1ccccc1,0.2,-19,2.9,41,-29,47,17,-81,-1.0
O=c1cc(-c2ccc(O)cc2)oc2ccccc12,0.5,21,0.2,-6,11,14,-35,0,-0.9
C/C(CC(=O)Nc1ccc(N(C)C)cc1)=N\NC(=O)C(=O)NCc1ccccc1,-0.5,21,-1.2,-1,4,0,0,/,-0.4
O=C(CCSc1ccc(Cl)cc1)NC1CCCCC1,-1.0,4,-1.4,-2,-1,2,0,-2,1.7
OCC1(Cc2ccccc2C(F)(F)F)CCN(Cc2ccncc2)CC1,1.0,1,-1.8,0,-8,0,-1,-4,1.9
CN1C(=O)SC(Nc2ccccc2C(=O)O)C1=O (centres undefined),0.9,46,2.4,-16,-4,0,-2,-1,4.4
Cc1ccc2oc(=O)n(CCCOc3ccccc3)c2c1,-1.1,58,-1.9,-18,-2,15,-3,-1,-4.4
c1ccc2nc(-c3nccs3)ccc2c1,0.7,-5,-1.1,-2,0,25,2,-5,-1.2
CCOc1ccccc1CSc1nc2ccccc2[nH]1,-0.1,22,-3.3,-4,-10,5,-2,-7,2.6
